Screens as filed in PubChem.
tim10-1 inh: growth inhibitors of tim10-1 mutant yeast. S. cerevisiae tim10-1 ts strain growth, BacTiter-Glo, 24 h. inhibition, % at 20 µM. 2.2% of 330,000 active;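 active = inhibition of at least 40%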;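 also: mutant grown at 25 °C; 0% = DMSO wells with yeast and 100% = wells holding no yeast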
hIAP act: human IAP activation; P09923; purified human IAP, CDP-Star luminescence, 30 min; stronger effect = higher value; 1 = vehicle-only enzyme, 0 = enzyme-free background; activation factor at 10 µM; 0.16% of 330,000 active;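 active = activation factor of the enzyme at least 2-fold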; also: the source names both 10 and 20 µM as test concentration; values of inactives mirror those of a sister screen read the other way
TIM10 inh: TIM10 yeast growth inhibition; S. cerevisiae TIM10 strain growth, BacTiter-Glo luminescence, 24 h; inhibition, % at 10 µM; 1.4% of 330,000 active; AID 463195;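 active = inhibition of 40% or more at the single tested concentration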;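 also: wild-type TIM10 isogenic control strain grown at permissive 25 °C; 0% = DMSO yeast wells and 100% = minimal medium wells without yeast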
mIAP inh: blocks mouse intestinal alkaline phosphatase | AID 2806 | inhibition, % at 10 µM | 0.2% of 330,000 active | purified mouse IAP, CDP-Star luminescence, 30 min;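 active = inhibition of at least 40% at 10 µM in the primary screen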;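 also: plate controls were DMSO with enzyme for no effect and no enzyme wells for full effect; values of inactives mirror those of a sister screen read the other way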
hIAP block: human IAP inhibition; purified IAP, CDP-Star luminescence, 30 min; inhibition, % at 10 µM; 0.12% of 330,000 active; AID 2544;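 active = inhibition reaching a set limit with compound at 10 µM in the primary screen, cut at about 35% in these data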;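 also: plate controls were DMSO wells with enzyme for no effect and no-enzyme buffer wells for full effect; values of inactives mirror those of a sister screen read the other way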
mIAP activ: increases mouse intestinal alkaline phosphatase activity. muIAP, CDP-Star luminescence, 30 min; stronger effect = higher value; 1 = vehicle-only enzyme signal, 0 = enzyme-free wells. activation factor at 10 µM. 0.24% of 330,000 active. AID 2805;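 active = activation factor of at least 2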; also: the source names both 10 and 20 µM as test concentration; values of inactives mirror those of a sister screen read the other way
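Assay system: mouse IAP enzyme; Reagent: CDP-Star chemiluminescent phosphatase substrate; Compound: DMSO-dissolved test compounds; Incubation: 30 min, room temperature; Technique: luminescence from enzymatic CDP-Star hydrolysis; Controls: DMSO-only wells and no-enzyme negative control.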
ATG4B inh: ATG4B (human) cysteine protease inhibition; 0.51% of 340,000 active; AID 504462; ATG4B cleavage of LC3-PLA2, NBD-HPC fluorescence, 1 h; Q9Y4P1; inhibition, % at 8.33 µM; in the data active = inhibition above about 40%
NALP3 yeast inh: blocks the NALP3 inflammasome reconstituted in yeast; inhibition, % at 10 µM; Yeast reconstituted NLRP3/ASC/caspase-1, beta-gal luminescence, 24 h; 0.39% of 330,000 active;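 active = inhibition of 50% or more; inactive = inhibition below 50%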;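 also: plate controls were induced DMSO wells for no effect and uninduced yeast grown without galactose for full effect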
Apaf1 inhib: blocks human Apaf-1 apoptosome activity. inhibition, % at 20 µM. reconstituted apoptosome caspase-3 activity, DEVD-Rh110 fluorescence. 0.71% of 330,000 active. AID 489030; active = inhibition of at least 40% at 20 µM;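 also: plate controls were DMSO wells for no effect and DEVD-CHO caspase inhibitor wells for full effect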
Target sequence (O14727 whole entry, looked up): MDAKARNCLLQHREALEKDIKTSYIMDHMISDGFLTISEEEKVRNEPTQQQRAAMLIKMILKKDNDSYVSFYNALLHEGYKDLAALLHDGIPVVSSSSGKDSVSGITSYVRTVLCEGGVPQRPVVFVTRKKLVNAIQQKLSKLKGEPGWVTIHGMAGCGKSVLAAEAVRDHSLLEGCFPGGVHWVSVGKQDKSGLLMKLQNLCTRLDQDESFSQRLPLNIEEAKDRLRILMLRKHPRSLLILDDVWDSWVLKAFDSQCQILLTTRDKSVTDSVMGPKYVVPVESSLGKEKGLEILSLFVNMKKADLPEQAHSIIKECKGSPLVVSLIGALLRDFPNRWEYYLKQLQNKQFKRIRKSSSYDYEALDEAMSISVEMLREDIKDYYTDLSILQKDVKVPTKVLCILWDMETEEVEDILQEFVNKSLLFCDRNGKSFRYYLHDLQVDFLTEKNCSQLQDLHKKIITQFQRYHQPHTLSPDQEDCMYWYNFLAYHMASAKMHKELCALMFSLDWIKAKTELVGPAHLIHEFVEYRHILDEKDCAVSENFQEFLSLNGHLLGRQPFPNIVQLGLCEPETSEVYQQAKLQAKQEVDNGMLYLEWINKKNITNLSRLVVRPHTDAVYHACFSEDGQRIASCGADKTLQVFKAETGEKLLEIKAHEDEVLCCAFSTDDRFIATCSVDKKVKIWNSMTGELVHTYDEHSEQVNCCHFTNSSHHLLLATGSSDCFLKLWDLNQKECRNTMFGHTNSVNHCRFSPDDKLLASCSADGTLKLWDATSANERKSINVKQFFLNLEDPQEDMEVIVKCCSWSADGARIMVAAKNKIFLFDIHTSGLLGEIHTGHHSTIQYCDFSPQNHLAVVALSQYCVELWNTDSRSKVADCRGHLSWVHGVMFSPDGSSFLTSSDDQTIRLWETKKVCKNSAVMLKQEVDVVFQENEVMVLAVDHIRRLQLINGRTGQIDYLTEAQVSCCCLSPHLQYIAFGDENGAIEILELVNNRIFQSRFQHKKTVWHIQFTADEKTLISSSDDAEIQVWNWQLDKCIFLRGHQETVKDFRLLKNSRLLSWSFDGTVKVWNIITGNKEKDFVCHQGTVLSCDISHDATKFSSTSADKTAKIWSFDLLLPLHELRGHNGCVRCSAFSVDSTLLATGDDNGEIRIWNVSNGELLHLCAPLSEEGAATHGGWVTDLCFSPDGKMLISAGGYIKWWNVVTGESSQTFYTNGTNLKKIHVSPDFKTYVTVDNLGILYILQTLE
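Material: reconstituted apoptosome with Apaf-1, cytochrome c, caspase-9, procaspase-3, dATP / Buffer or medium: pH 7.5 Hepes buffer with CHAPS, BSA, DTT / Also added: cytochrome c with DEVD-Rh110 / Schedule: compound with Apaf-1, dATP, procaspase-3 30 min, then 50 min reaction, room temperature / Technique: rhodamine 110 fluorescence at Ex 480/Em 540 nm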
Active calls of the source: *; · = not tested or not shown; & = joins results of further samples.

Abbreviations: A = tim10-1 inh; B = hIAP act; C = TIM10 inh; D = mIAP inh; E = hIAP block; F = mIAP activ; G = ATG4B inh; H = NALP3 yeast inh; I = Apaf1 inhib
1. Cc1ccc(SCC(=O)NC(=O)c2ccc(S(=O)(=O)N(C)C)cc2)cc1C
  A: 23	B: 0.95	C: 9	D: 1	E: 4	F: 0.99	G: 4	H: 10	I: 5

2. O=c1c2ccccc2nnn1CSc1nnc(-c2cccc(S(=O)(=O)N3CCCCC3)c2)o1
  A: 33	B: 0.95	C: 28	D: 4	E: 5	F: 0.95	G: -17	H: 17	I: 18

3. O=C(c1cccc(S(=O)(=O)Nc2ccccc2F)c1)N1CCN(c2ccccc2F)CC1
  A: 4	B: 1	C: 8	D: 4	E: -2	F: 0.96	G: -6	H: 22	I: 8

4. CC(Sc1ccc(Cl)cc1)C(=O)NNC(=O)c1ccco1 (centres undefined)
  A: 5	B: 1.3	C: 4	D: 10	E: -27	F: 0.9	G: -4	H: -10	I: -8

5. CC1CN(C(=O)NCc2ccccc2)c2cc(Cl)ccc2O1 (centres undefined)
  A: 30	B: 1.1	C: 22	D: -4	E: -10	F: 1	G: 13	H: 9	I: 1

6. NS(=O)(=O)c1ccc(NC(=O)C(=O)NCCC(=O)O)cc1
  A: 0	B: 0.9	C: 1	D: -1	E: 10	F: 1	G: 2	H: 9	I: -2

7. Cc1c(Cl)cccc1NC(=O)Nc1cnccn1
  A: -2	B: 0.92	C: 4	D: -11	E: 8	F: 1.1	G: 3	H: 26	I: 10

8. CN(C)c1nc2n(c(=S)n1)CCS2
  A: 0	B: 0.98	C: -1	D: 2	E: 2	F: 0.98	G: 0	H: 17	I: -7

9. CCOC(=O)n1c(=O)n(Cc2ccc(F)cc2)c2ccccc21
  A: 24	B: 1.1	C: -1	D: -1	E: -12	F: 1	G: -4	H: 17	I: 16

10. O=C(CSc1nnnn1-c1ccc(Cl)cc1)Nc1cccnc1Cl
  A: 27	B: 1.1	C: 16	D: -4	E: -10	F: 1	G: -14	H: 6	I: 2

11. Cc1nnc(SCCN2CCOCC2)n1-c1cccc(Cl)c1
  A: 10	B: 0.81	C: -1	D: 8	E: 19	F: 0.92	G: -10	H: 13	I: -5

12. C=CCN(C(=O)CNC(=O)c1ccco1)C(C(=O)NC1CCCCC1)c1ccc(OC)cc1 (centres undefined)
  A: 15	B: 0.83	C: -1	D: 3	E: 17	F: 0.97	G: -3	H: 15	I: -5

13. N#Cc1c(N2C(=O)C3C4C=CC(C4)C3C2=O)sc2c1CCC2 (centres undefined)
  A: 13	B: 1.1	C: 5	D: 1	E: -9	F: 0.99	G: -2	H: -4	I: 0

14. COc1ccc(OC)c(N(CC(=O)NC2CCCCCC2)S(=O)(=O)c2ccc(C)cc2)c1
  A: 31	B: 1	C: 19	D: 4	E: -4	F: 0.96	G: 3	H: 3	I: 16

15. COc1ccccc1OCC(=O)N(Cc1nc(-c2ccccc2)no1)C(C)C
  A: 10	B: 0.86	C: 17	D: 3	E: 14	F: 0.97	G: -8	H: 13	I: 10

Full records as entered above:
Shown for CN(C)c1nc2n(c(=S)n1)CCS2 → tim10-1 inh = 0; hIAP act = 0.98; TIM10 inh = -1; mIAP inh = 2; hIAP block = 2; mIAP activ = 0.98; ATG4B inh = 0; NALP3 yeast inh = 17; Apaf1 inhib = -7
Shown for COc1ccccc1OCC(=O)N(Cc1nc(-c2ccccc2)no1)C(C)C → tim10-1 inh = 10; hIAP act = 0.86; TIM10 inh = 17; mIAP inh = 3; hIAP block = 14; mIAP activ = 0.97; ATG4B inh = -8; NALP3 yeast inh = 13; Apaf1 inhib = 10

The listing picks up; the 3 compounds before the break are reprinted first.
Abbreviations: A = tim10-1 inh; B = hIAP act; C = TIM10 inh; D = mIAP inh; E = hIAP block; F = mIAP activ; G = ATG4B inh; H = NALP3 yeast inh; I = Apaf1 inhib
13. N#Cc1c(N2C(=O)C3C4C=CC(C4)C3C2=O)sc2c1CCC2 (centres undefined)
  A: 13	B: 1.1	C: 5	D: 1	E: -9	F: 0.99	G: -2	H: -4	I: 0

14. COc1ccc(OC)c(N(CC(=O)NC2CCCCCC2)S(=O)(=O)c2ccc(C)cc2)c1
  A: 31	B: 1	C: 19	D: 4	E: -4	F: 0.96	G: 3	H: 3	I: 16

15. COc1ccccc1OCC(=O)N(Cc1nc(-c2ccccc2)no1)C(C)C
  A: 10	B: 0.86	C: 17	D: 3	E: 14	F: 0.97	G: -8	H: 13	I: 10

16. COC(=O)C(NC(C)=O)(Nc1sc2c(c1C(N)=O)CCCC2)C(F)(F)F (centres undefined)
  A: -15	B: 1	C: -12	D: -2	E: -1	F: 1	G: -1	H: 2	I: -10

17. O=C(NCCS(=O)(=O)N1CCN(c2ccc(F)cc2)CC1)c1ccc2c(c1)OCO2
  A: -5	B: 1.1	C: 2	D: -3	E: -10	F: 1	G: 3	H: 10	I: 12

18. O=C(CSc1nnc(CNC(=O)c2c(F)cccc2Cl)o1)Nc1ccccc1
  A: 19	B: 0.98	C: -9	D: -4	E: 2	F: 1	G: -2	H: -7	I: 10

19. CCOc1ccc(S(=O)(=O)NCc2ccccn2)cc1NC(=O)c1ccccc1
  A: 5	B: 1.2	C: -2	D: 4	E: -16	F: 0.96	G: -6	H: 5	I: 4

20. CC(C)c1ccc(OCc2ccc(C(=O)N(C)C)o2)cc1
  A: 14	B: 1.1	C: -20	D: 0	E: -9	F: 1	G: 4	H: 16	I: 2

21. O=C(N/N=C/c1ccc(Br)cc1)c1ccccc1-n1cccc1
  A: 42*	B: 1	C: 37	D: 1	E: 0	F: 0.99	G: -5	H: 9	I: 18

22. CCCCn1c(N)c(N(CC(C)C)C(=O)c2ccc(S(=O)(=O)N3CCC(C)CC3)cc2)c(=O)[nH]c1=O
  A: -6	B: 0.91	C: -1	D: 3	E: 9	F: 0.97	G: -7	H: 10	I: 1

23. Cc1nonc1NC(=O)CSc1nc2ccccc2[nH]1
  A: 4	B: 0.99	C: -10	D: 26	E: 1	F: 0.74	G: -3	H: 10	I: -15

24. CCN(CC)C(=O)c1ccccc1NC(=O)c1ccccc1SC
  A: 16	B: 1	C: 4	D: 0	E: -2	F: 0.99	G: -5	H: 5	I: -21

25. CN(C(=O)C1CCCO1)c1nnc(-c2cnccn2)s1 (centres undefined)
  A: 0	B: 1	C: 4	D: -10	E: -4	F: 1.1	G: 5	H: 7	I: 13

26. Cc1ccc(-n2c3c(cc(C(=O)NCC(=O)c4ccccc4)c2=O)C(=O)CCC3)cc1
  A: 7	B: 1.2	C: 10	D: -1	E: -21	F: 1	G: 3	H: 9	I: 3

27. COc1ccc(-c2nnn(CC(=O)c3c[nH]c4ccccc34)n2)cc1OC
  A: -10	B: 1.1	C: -13	D: -8	E: -7	F: 1.1	G: 33	H: 19	I: -6

28. CN1CCN(C(=O)CCc2nc(-c3ccc(Cl)cc3)no2)CC1
  A: -2	B: 0.92	C: -4	D: 1	E: 8	F: 0.99	G: -19	H: 10	I: -5

29. CN1CCN(C(CNC(=O)C(=O)Nc2ccc3c(c2)OCCO3)c2ccc(F)cc2)CC1 (centres undefined)
  A: -6	B: 1.1	C: 0	D: 3	E: -11	F: 0.97	G: -10	H: 28	I: 5

30. CC1CCCCN1C(=O)COC(=O)c1ccc2ccccc2n1 (centres undefined)
  A: 17	B: 1	C: 7	D: 4	E: -4	F: 0.96	G: -1	H: 3	I: -2

31. COCCOc1nc2ccccc2nc1C
  A: 8	B: 0.86	C: -3	D: -1	E: 14	F: 1	G: -1	H: 10	I: -4

32. O=C(CSc1nnc(Cc2ccccc2)o1)NCc1ccc2c(c1)OCO2
  A: -5	B: 1	C: -15	D: -2	E: -1	F: 1	G: -6	H: 16	I: 1

33. COC(=O)c1c(NC(=O)c2ccccc2)sc(C(=O)c2ccccc2)c1C
  A: -4	B: 1	C: -19	D: 8	E: -3	F: 0.92	G: -1	H: 2	I: 12

34. O=C(O)CCCCCNC(=O)Nc1ccc2c(c1)OCCO2
  A: 12	B: 0.85	C: 0	D: -2	E: 15	F: 1	G: -1	H: -2	I: -2

35. CCN(CC)CCOC(=O)c1ccc(N/C=C(/C#N)c2nc(-c3cc4ccccc4oc3=O)cs2)cc1
  A: -79	B: 0.93	C: -45	D: 14	E: 7	F: 0.86	G: 23	H: 10	I: 54*

36. CC1(C)CC(=O)C(C=NCC2CCNCC2)=C(O)C1
  A: 3	B: 1.1	C: -7	D: 12	E: -10	F: 0.88	G: 9	H: -12	I: 10

37. O=[N+]([O-])c1ccc(COc2cccnc2)cc1
  A: 16	B: 0.95	C: -16	D: -6	E: 5	F: 1.1	G: 1	H: 22	I: -4

38. COC(=O)CSc1nc(-c2ccccc2)c2c(c1C#N)CCCC2
  A: 30	B: 1.1	C: 41*	D: 6	E: -6	F: 0.94	G: 0	H: 7	I: 20

39. O=C(NCCO)C(O)C(O)C(=O)NCCO (centres undefined)
  A: -8	B: 1.3	C: 2	D: 6	E: -26	F: 0.94	G: -11	H: 20	I: -3

40. COc1ccc(Cn2nnnc2C(c2ccccc2Cl)N2CCC(C(N)=O)CC2)cc1 (centres undefined)
  A: 16	B: 0.89	C: 12	D: 4	E: 11	F: 0.96	G: 6	H: -6	I: 4

41. O=C(Nc1nccs1)c1nc[nH]c1C(=O)NCc1ccccc1
  A: 6	B: 2.4*	C: 3	D: -7	E: -136	F: 1.1	G: 6	H: -1	I: -11

42. CCN(CC(=O)Nc1c(F)cccc1F)C(=O)c1cc(S(=O)(=O)N(CC)CC)ccc1N1CCCCC1
  A: 11	B: 1.2	C: 8	D: -21	E: -16	F: 1.2	G: 1	H: 7	I: 14

43. CCCN(c1ccc(C(C)C)cc1)S(=O)(=O)c1c(C)[nH]c(=O)[nH]c1=O
  A: 12	B: 0.99	C: 2	D: -2	E: 1	F: 1	G: 9	H: 9	I: 4

44. O=C(OCc1nnc(-c2ccccc2)o1)C1CC(=O)N(Cc2ccco2)C1 (centres undefined)
  A: 0	B: 1.1	C: -12	D: 1	E: -10	F: 0.99	G: 0	H: 5	I: 10

45. Cn1cc(C(=O)N/N=C/c2cc(Br)cs2)c2ccccc21
  A: -6	B: 1.1	C: 13	D: 0	E: -14	F: 1	G: ·	H: -5	I: -4

46. Cc1nc(SCC(=O)Nc2c(C)n(C)n(-c3ccccc3)c2=O)[nH]c(=O)c1C
  A: -17	B: 0.94	C: 1	D: 6	E: 6	F: 0.94	G: -6	H: 12	I: -3

47. O=C(O)c1ccc(-n2nc(C(F)(F)F)c3c2CCCC3)cc1
  A: 0&11	B: 1.1&0.99	C: -3&4	D: -3&2	E: -5&1	F: 1&0.98	G: -7&-3	H: 23&9	I: 2&8

48. Cn1cccc1C(=O)OCC(=O)NCc1ccc2c(c1)OCO2
  A: 2	B: 0.9	C: -8	D: 9	E: 10	F: 0.91	G: 0	H: 5	I: -8
